PGK inhibitor: qHTS Assay to Find Inhibitors of Phosphoglycerate Kinase | Phosphoglycerate kinase, glycosomal (Trypanosoma brucei brucei), P07378 | PGK/GAPDH coupled, Kinase-Glo luminescence, 60 min | Potency, µM (titrated, usually from 57.5 µM), for inactives: top-dose activity change, negative = inhibition, actives largely listed as inhibitors | 380,000 compounds, 0.043% hits | AID 602233, 2012; also: % is scaled to controls: 0 for no effect and ±100 for the full control effect; nearly all actives have a fitted effect of over 60% in size
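Luminescent ATP detection (Kinase-Glo Plus) follows a 60-minute room-temperature incubation, with wells lacking PGK as controls. Buffer: 100 mM TEA (pH 7.6), 5 mM MgCl2, 0.01% Tween-20. Coupling enzyme GAPDH (100 nM final) supplies unstable 1,3-BPG in-well.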
HP1b chromo inh: HTS for Inhibitors of HP1-beta Chromodomain Interactions with Methylated Histone Tails | Chromobox protein homolog 1 (Homo sapiens), P83916 | AlphaScreen HP1-beta / biotin-H3K9me3 peptide binding | Potency, µM (series often up to 114 µM), inactives show at the top dose activity change, negative = inhibition, usual class: inhibitors | 390,000 compounds, 0.56% hits | AID 540317, 2011; also: nearly all actives have a fitted effect of over 70% in size; inactives centre near 23
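Compound inhibition of the preformed complex between 50 nM HP1-beta and 50 nM biotinylated H3K9me3 peptide was read by AlphaScreen. Buffer was PBS pH 7.4 with 0.01% Tween-20. Incubations ran 30 min at room temperature, with 10 ug/mL donor/acceptor beads.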
GLS inhibitor: qHTS for Inhibitors of Glutaminase (GLS) | GLS enzymatic activity, qHTS titration | Potency, µM (doses to about 45.5 µM), for inactives: top-dose activity change, negative = inhibition, most hits filed as inhibitors | 410,000 compounds, 0.21% hits | AID 624170, 2012; also: % is scaled to controls: 0 for no effect and ±100 for the full control effect
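Coupled fluorescence readout: glutamate oxidase/HRP/Amplex Red detect glutamate formed by hKGA from L-glutamine (1 mM solution added). Buffer 45 mM KH2PO4 pH 8.2, 0.02% Tween-20; reads at t0 and 30 min RT.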
BAZ2B inh: qHTS Assay for Inhibitors of BAZ2B. AlphaScreen BAZ2B-H3K14Ac peptide displacement. Potency, µM (doses to about 114 µM), for the others: at the top dose activity change, negative = inhibition, usual class: inhibitors. 360,000 compounds, 4.4% hits. Bromodomain adjacent to zinc finger domain protein 2B (Homo sapiens), Q9UIF8; also: % is scaled to controls: 0 for no effect and ±100 for the full control effect; nearly all actives have a fitted effect of over 60% in size
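Inhibition is scored as reduced AlphaScreen emission. The BAZ2B/b-H3(5-23)K14Ac complex (50 nM each) in PBS pH 7.4, 0.01% Tween-20 meets compound (up to 110 uM) for 30 min at RT before bead addition.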
Pin1 inh: qHTS Assay to Find Inhibitors of Pin1 | 390,000 compounds, 0.009% hits | Peptidyl-prolyl cis-trans isomerase NIMA-interacting 1 (Homo sapiens), Q13526 | Pin1 FP peptide displacement, HiFluor488, 10 min | Potency, µM (doses to about 115 µM), without a hit: at the top dose activity, negative = inhibition, most hits filed as inhibitors; active = well fitted inhibition curve with a large enough effect in the polarisation, with a control signal flat, not every such curve was filed as active; inconclusive = small, poorly fitted or top-dose-only effect, or effect the other way, or a change in a side signal; inactive = no such curve, though single readings can be large or run the other way; the % refers to the polarisation; also: % is scaled to controls: 0 for no effect and ±100 for the full control effect
JMJD2A Tudor: qHTS Assay for Inhibitors of JMJD2A-Tudor Domain. AlphaScreen JMJD2A-Tudor / H3K4me3 peptide binding. 390,000 compounds, 4.4% hits. Potency, µM (top dose mostly 114 µM), without a hit: at the top dose activity change, negative = inhibition, actives largely listed as inhibitors. Lysine-specific demethylase 4A (Homo sapiens), O75164; also: % is scaled to controls: 0 for no effect and ±100 for the full control effect; nearly all actives have a fitted effect of over 50% in size
G9a inh: qHTS Assay for Inhibitors of Histone Lysine Methyltransferase G9a | Histone-lysine N-methyltransferase EHMT2 (Homo sapiens), Q96KQ7 | Potency, µM (top dose mostly 102 µM), for the others: at the top dose activity, negative = inhibition, hits mostly inhibitors | G9a H3K9 monomethylation, AlphaScreen, 2 h | AID 504332, 2011 | 350,000 compounds, 8.8% hits; also: % is scaled to controls: 0 for no effect and ±100 for the full control effect; nearly all actives have a fitted effect of over 75% in size
Target sequence (Q96KQ7 913-1193 limits assumed): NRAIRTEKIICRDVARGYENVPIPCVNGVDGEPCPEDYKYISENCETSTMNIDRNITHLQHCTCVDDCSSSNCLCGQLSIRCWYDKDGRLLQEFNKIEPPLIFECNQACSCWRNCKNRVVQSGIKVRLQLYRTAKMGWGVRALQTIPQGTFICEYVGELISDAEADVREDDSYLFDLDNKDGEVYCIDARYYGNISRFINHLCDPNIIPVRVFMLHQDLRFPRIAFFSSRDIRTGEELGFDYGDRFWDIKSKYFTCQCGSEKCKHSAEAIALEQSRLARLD
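Readings reflect AlphaScreen signal from monomethyl-H3K9 antibody detection. HMT at 20 nM; substrate b-H3K9 500 nM; cofactor SAM 20 uM; 2 h RT reaction; compounds tested as titrations in qHTS with 15 min preincubation.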
BLM inh: qHTS Assay for Inhibitors of Bloom's syndrome helicase (BLM). RecQ-like DNA helicase BLM (Homo sapiens), P54132. recombinant BLM DNA unwinding, fluorescence dequenching. Potency, µM (highest dose often 56.1 µM), for the others: at the top dose activity change, negative = inhibition, actives largely listed as inhibitors. 350,000 compounds, 0.2% hits;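 also: plate controls were vehicle for no effect and no enzyme for full effect; nearly all actives have a fitted effect of over 35% in size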
POLI inh: qHTS for Inhibitors of Polymerase Iota. DNA polymerase iota (Homo sapiens), Q9UNA4. Potency, µM (top dose mostly 115 µM), without a hit: top-dose activity, negative = inhibition, actives largely listed as inhibitors. Pol iota fluorescent replication assay, 10 min. 390,000 compounds, 1% hits
Target sequence (Q9UNA4 whole entry, looked up): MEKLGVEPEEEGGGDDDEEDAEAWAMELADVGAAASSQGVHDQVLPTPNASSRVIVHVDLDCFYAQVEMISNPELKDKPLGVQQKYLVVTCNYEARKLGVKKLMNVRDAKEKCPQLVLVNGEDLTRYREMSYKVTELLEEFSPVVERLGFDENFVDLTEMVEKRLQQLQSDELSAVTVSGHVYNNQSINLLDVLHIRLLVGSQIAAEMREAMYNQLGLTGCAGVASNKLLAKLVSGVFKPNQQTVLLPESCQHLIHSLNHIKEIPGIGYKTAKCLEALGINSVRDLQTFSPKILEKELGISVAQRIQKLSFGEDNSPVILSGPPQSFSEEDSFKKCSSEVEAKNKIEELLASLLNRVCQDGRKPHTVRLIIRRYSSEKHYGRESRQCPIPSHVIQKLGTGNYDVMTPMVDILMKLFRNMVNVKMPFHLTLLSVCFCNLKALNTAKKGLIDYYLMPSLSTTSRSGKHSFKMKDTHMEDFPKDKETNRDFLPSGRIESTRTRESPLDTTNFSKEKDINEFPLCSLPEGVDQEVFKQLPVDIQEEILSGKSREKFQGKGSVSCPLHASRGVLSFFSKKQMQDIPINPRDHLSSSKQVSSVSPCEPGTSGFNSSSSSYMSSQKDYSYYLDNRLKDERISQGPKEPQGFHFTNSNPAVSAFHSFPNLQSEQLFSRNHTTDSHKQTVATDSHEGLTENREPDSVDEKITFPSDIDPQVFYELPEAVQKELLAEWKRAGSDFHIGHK
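Pol iota at 10 nM preincubated 15 min with compounds at room temperature; reaction started with fluorescent substrate, 50 nM final. Fluorescence read kinetically at 0 and 10 min; buffer-only wells as negative control.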
An asterisk follows results filed as active; i = inactive; ? = inconclusive; nt = not tested or not shown; [ ] = remark or other dose. Unless noted, calls follow the shape of the dose curve; as a rule, active = well fitted curve in the direction sought with a large enough effect; inconclusive = small, poorly fitted or top-dose-only effect, or another doubt; inactive = no such curve, though single readings can be large; an effect the other way counts as inactive or inconclusive. Potency is read from the fitted curve at half-maximal effect. A portion of the library; the hit share may differ from the screen's.

entry	PGK inhibitor	HP1b chromo inh	GLS inhibitor	BAZ2B inh	Pin1 inh	JMJD2A Tudor	G9a inh	BLM inh	POLI inh	SMILES
1	i	2%	-1%	-33%	-4%	-35%	2%[0.501 µM]	-6%	-18%	Cc1ccc(OCc2n[nH]c(=S)n2-c2ccc(Br)cc2)cc1
2	-3%	38%	-2%	-9%	-2%	-7%	-3%[12.7 µM]	-3%	-25%	COc1ccc(CNC(=O)c2cccc(NC(=O)c3ccccc3)c2)cc1
3	-1%	35%	1%	5%	-5%	-6%	2%[12.7 µM]	-3%	14%	CC(C)Sc1nnc([C@@H]2CCCN2C(=O)OC(C)(C)C)o1
4	i	17%	1%	-6%	-2%	-8%	20%	-2%	85%[activator]	CN(C)C(=O)c1cc(C(=O)c2ccc(C(F)(F)F)cc2F)c[nH]1
5	?	-6%	-15%	nt	28%	-33%	?	-4%	?	O=C(NCc1ccco1)c1ccc2c(c1)N(Cc1c(F)cccc1Cl)C(=O)c1ccccc1S2
6	i	?	-9%	-17%	0%	?	?	-3%	62%[activator]	CCn1c(CNC(=O)Cc2ccc(OC)cc2)nnc1SCC(=O)c1ccccc1
7	-4%	44%[activator]	1%	nt	3%	7%	-4%[59 µM]	-3%	13%	Cc1ccc2cc3cc(C(=O)N4CCN(c5ccc(Cl)cc5)CC4)oc3nc2c1
8	-4%	38%	-4%	nt	-7%	-9%	nt	nt	14%	S=C(Cc1ccccc1)N1CCOCC1
9	-9%	39%[activator]	-11%	5%	0%	-11%	-5%[59 µM]	3%	9%	CNc1ncnc2c1cnn2-c1ccc(C)c(C)c1
10	3%	26%	14%	5%	-3%	-15%	nt	2%	6%	CCOc1ccccc1NC(=O)CCc1nnc2ccc(N3CCC(C)CC3)nn12
11	-3%	37%	-13%	1%	-4%	4%[57.1 µM]	0%[12.7 µM]	-1%	20%	CCSc1nnc(NC(=O)C2CCCCC2)s1
12	-5%	9%	17%	-6%	-2%	-29%	43%[12.7 µM]	-2%	7%	Fc1ccccc1NC(=S)NN(Cc1ccccc1)c1ccccc1
13	-1%	61%[activator]	-4%	-2%	-8%	-1%	10%	-1%	3%	CCCCNC(=O)[C@@H]1CSC2c3ccccc3C(=O)N21 (stereo not given in full)
14	-1%	6%	2%	-18%	1%	-14%	17%[59 µM]	0%	52%[activator]	Cc1c2cnn(-c3ccccc3)c(=O)c2c(C)n1CCCC(=O)N1CCN(C2CCCCC2)CC1
15	-5%	7%	-8%	0%	?	-19%	-8%[12.7 µM]	-3%	0%	Cc1ccc(C(=O)OCC(=O)N2CC(C)CC(C)C2)cc1S(=O)(=O)N1CCOCC1 (stereo not given)
16	5%	53%[activator]	-1%	-25%	-4%	-2%	6%	0%	25%	Cc1nc2sc(C(c3ccccc3)N3CC(C)OC(C)C3)c(O)n2n1 (stereo not given)
17	-3%	15%	2%	-20%	3%	13%[57.1 µM]	-43%[59 µM]	0%	5%	O=C(NC1CCCC1)NS(=O)(=O)c1ccccc1Cl
18	-4%	-8%	0%	-18%	0%	-32%	-41%	6%	-13%	COc1ccc(-c2nc(CN3CCC(C(=O)N4CCc5ccccc54)CC3)c(C)o2)cc1OC
19	-1%	20%	9%	-2%	-4%	-8%	-19%	-1%	5%	CCOC(=O)Cn1c(-c2ccccn2)nc2ccccc21
20	-5%	44%[activator]	1%	2%	3%	-12%	-11%	1%	36%[activator]	COCCn1c(SCC(=O)NCc2ccc(OC)c(OC)c2)nc2ccccc21
21	nt	25%	nt	nt	3%	-11%	nt	nt	21%	O=Cc1c[nH]c2ccccc12
22	nt	26%	-3%	5%	6%	-6%	15%[59 µM]	-9%	14%	Cc1cc(OCC(=O)Nc2ccc(C(=O)OC3CCCCC3)cc2)cc(C)c1Cl
23	4%	34%	1%	-4%	-9%	-2%	8%	-6%	82%[activator]	COC(=O)c1cc(NC(=O)c2c(C)noc2C)ccc1N1CCOCC1
24	5%	22%	11%	-5%	-1%	-11%	?	-3%	89µM*	COc1cc(NC(=O)CN2C(=O)c3ccccc3C2=O)c(C(=O)O)cc1OC
25	0%	64%[activator]	15%	4%	2%	3%	?	-15%	46%[activator]	O=S(=O)(Nc1nc2ccccc2nc1N1CCc2ccccc2C1)c1ccc(Cl)cc1
26	i	37%[activator]	22%	5%	35%[activator]	-30%	29%[59 µM]	0%	7%	O=C(CP(=O)(c1ccccc1)c1ccccc1)N/N=C/c1cc(Br)cc(Br)c1O
27	-3%	41%	15%	5%	-7%	-20%	?	-17%	-8%	CCSc1cc(C2C(C#N)=C(N)OC(C)=C2C(=O)OC)c(C)o1 (stereo not given)
28	nt	11%	7%	-17%	0%	?	9%[59 µM]	1%	-4%	COC(=O)c1ccc(OCC(O)Cn2cnc3cc(C)c(C)cc32)cc1 (stereo not given)
29	-4%	20%	-1%	-3%	-1%	-17%	4%[59 µM]	-1%	6%	C[C@H]1C=C(C(=O)NCc2nc3ccccc3[nH]2)O[C@@H](OCc2ccc(CO)cc2)C1
30	-10%	13%	3%	-2%	-3%	-9%	-27%[59 µM]	-2%	-14%	CCCCn1c(CCCNC(=O)c2cccc(C)c2)nc2ccccc21
31	-5%	36%	9%	-1%	-9%	-6%	?	-12%	47%[activator]	CC1CCC/C(=C\Nc2ccc(C(=O)O)cc2)C1=O (stereo not given)
32	-7%	35%	-7%	-2%	0%	-3%	4%	2%	-2%	COc1ccc(CN=C2NC(=O)CC(C(=O)Nc3ccc(F)cc3)S2)cc1 (stereo not given)
33	-4%	25%	-8%	4%	7%	-12%	?	1%	7%	Cc1cc[n+](CC(=O)c2ccc(NC(=O)c3ccccc3)cc2)cc1
34	-2%	21%	13%	-3%	11%	-22%	10%[59 µM]	-12%	42%[activator]	COCCn1c(=O)[nH]c(=O)c2cc(C(=O)c3cc(OC)ccc3O)cnc21
35	1%	6%[57 µM]	9%	?	-1%	-35%	12%[59 µM]	-10%	24%	COc1ccc(NC(=O)c2cc(S(=O)(=O)N3CCCC(C)C3)cn2C)c(OC)c1 (stereo not given)
36	?	96%[activator]	-2%	11%	0%	41%[activator]	10µM*	-6%	-1%	CC1(C)Cc2c(C#N)c(NCC3CCCO3)nc(-c3ccco3)c2CO1 (stereo not given)
37	-7%	26%	12%	-12%	-2%	-8%[11.4 µM]	9%	-4%	93%[activator]	Cc1ccccc1Cn1nnc(-c2ccc(C(=O)O)cc2)n1
38	10%	32%	11%	-21%	-12%	-5%	-36%	-5%	3%	COc1ccc(C(=O)C2CCCN(C(=O)c3cccnc3SC)C2)c(C)c1 (stereo not given)
39	4%	16%	5%	4%	2%	-9%	9%[59 µM]	81%[activator]	16%	CN1CCN(c2nc(C(N)=O)cc(-c3ccccc3)n2)CC1
40	2%	44%[activator]	23%	2%	-5%	-1%	?	-10%	11%	O=C(Cn1c(=O)[nH]n(-c2ccccc2)c1=O)N1CCCc2ccccc21

Profiles from above. Values in the order: PGK inhibitor | HP1b chromo inh | GLS inhibitor | BAZ2B inh | Pin1 inh | JMJD2A Tudor | G9a inh | BLM inh | POLI inh
Cc1cc(OCC(=O)Nc2ccc(C(=O)OC3CCCCC3)cc2)cc(C)c1Cl reads nt | 26% | -3% | 5% | 6% | -6% | 15%[59 µM] | -9% | 14%
O=C(Cn1c(=O)[nH]n(-c2ccccc2)c1=O)N1CCCc2ccccc21 reads 2% | 44%[activator] | 23% | 2% | -5% | -1% | ? | -10% | 11%
CC1CCC/C(=C\Nc2ccc(C(=O)O)cc2)C1=O (stereo not given) reads -5% | 36% | 9% | -1% | -9% | -6% | ? | -12% | 47%[activator]
Cc1ccccc1Cn1nnc(-c2ccc(C(=O)O)cc2)n1 reads -7% | 26% | 12% | -12% | -2% | -8%[11.4 µM] | 9% | -4% | 93%[activator]

Other compounds:
entry	PGK inhibitor	HP1b chromo inh	GLS inhibitor	BAZ2B inh	Pin1 inh	JMJD2A Tudor	G9a inh	BLM inh	POLI inh	SMILES
41	-6%	3%	68%[activator]	2%	-1%	-21%	12%	0%	9%	Cc1ccccc1NC(=O)COC(=O)CCc1ccccc1
42	i	41%[activator]	6%	21%	-2%	20%	15%[59 µM]	-1%	168%[activator]	O=C(COC(=O)CCSc1ccc(Cl)cc1)NCc1ccccc1
43	7%	27%	5%	2%	-2%	-14%	-1%	7%	1%	CCC1CCCCN1CCCNC(=O)CNC(=O)Cn1ccc2ccccc2c1=O (stereo not given)
44	-7%	19%	2%	1%	2%	-8%	?	-1%	-8%	O=C(Nc1ccccc1)c1ccc(OC(=O)c2cc3ccccc3o2)cc1
45	-1%	14%	13%	-5%	4%	-9%	-12%	-1%	-1%	CCSc1nnc(NC(NC(=O)c2ccco2)(C(F)(F)F)C(F)(F)F)s1
46	-7%	45%[activator]	2%	4%	-2%	-14%	8%[59 µM]	0%	-10%	CC(C)(C)c1ccc(C(=O)c2c[nH]c(C(=O)NCc3cccnc3)c2)cc1
47	0%	-23%	-15%	-1%	-3%	-15%	18%	-1%	34%[activator]	Cc1ccc(C(=O)NC2CCN(CC(=O)NC3CCC(C)CC3)CC2)cc1 (stereo not given)
